# D1 antag = blocks dopamine activation of the human D1 receptor. P21728. HEK293 TREx D1 cells, calcium flux, dopamine EC80; hits give low values. activity change, negative = inhibition, % at 10 µM. 3.2% of 360,000 active. AID 504652; in the data active means activity change below about -30%; further: on the % scale 0 is the no-effect control and ±100 the full control effect
# Target sequence (P21728 whole entry, looked up): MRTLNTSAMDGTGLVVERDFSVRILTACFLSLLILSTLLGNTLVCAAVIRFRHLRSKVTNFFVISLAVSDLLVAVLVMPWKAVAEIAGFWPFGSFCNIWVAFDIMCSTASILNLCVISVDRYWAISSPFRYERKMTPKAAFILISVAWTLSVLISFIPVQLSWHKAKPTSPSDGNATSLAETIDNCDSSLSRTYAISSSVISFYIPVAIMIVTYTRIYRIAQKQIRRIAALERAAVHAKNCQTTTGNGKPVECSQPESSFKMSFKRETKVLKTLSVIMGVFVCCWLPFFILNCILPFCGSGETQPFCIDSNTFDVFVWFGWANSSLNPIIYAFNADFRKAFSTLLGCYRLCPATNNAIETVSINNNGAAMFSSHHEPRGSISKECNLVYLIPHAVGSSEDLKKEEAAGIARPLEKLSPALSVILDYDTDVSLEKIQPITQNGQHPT
#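 Using tetracycline-induced force-coupled D1 Hek293 cells and a calcium dye, signals were followed for 180 s after compound, then for 180 s after EC80 dopamine, to detect inhibitors.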
# D1 PAM = human D1 dopamine receptor positive modulation; 0.036% of 360,000 active; HEK293 TREx D1 cells, calcium flux, dopamine EC20 potentiation; P21728; potentiation, % at 10 µM; in the data active means potentiation above about 30%; further: 0% is about no effect
# D1 agonist = human D1 receptor agonism; 1% of 360,000 active; AID 504660; HEK293 T-REx D1 cells, calcium flux, agonist mode; P21728; activation, % at 2 µM; in the data active means activation above about 30%; further: 0% is about no effect
#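 Agonism was scored from calcium flux recorded over 180 s (1 read/s) after pintool compound addition, following a 10-cycle baseline. Cells were inducible force-coupled HEK293 TREx D1, plated overnight at 30 C and loaded with no-wash calcium dye.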
# TRHR agonist = activates the human TRH receptor; P34981; TRHR cells, calcium flux fluo-8, FDSS agonist mode; activation, % at 2 µM; 0.18% of 360,000 active; AID 493084; in the data active means activation above about 30%; further: 0% is about no effect
#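 Steps: seed TRHR cells overnight; add fluo-8 no-wash Ca dye, RT 30 min–1.5 h; record 10 s baseline; pin-transfer compounds; monitor fluorescence 1 cycle/s for the agonist window. Calcium increases flag candidate agonists.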
# TRHR enhancer = allosterically enhances the human TRH receptor; P34981; TRHR cells, fluo-8 calcium fluorescence, EC20 TRH enhancement; 0.66% of 360,000 active; enhancement, % at 2 µM; AID 493056; in the data active means enhancement above about 30%; further: 0% is about no effect
#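 TRHR-expressing cells loaded with fluo-8 calcium dye were read kinetically (ex 480/em 530) during compound addition, then stimulated with an EC20 of TRH (10 nM final). Enhancement of the Gq-mediated intracellular calcium response was scored.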
# Anesthetic bind = binds horse apoferritin like a general anesthetic; apoferritin/1-aminoanthracene competitive binding, fluorescence; 0.074% of 350,000 active; Potency, µM (top dose mostly 77.5 µM), without a hit: at the top dose activity change, negative = displacement, actives largely listed as inhibitors; further: potency means the concentration at half of the fitted maximal effect; on the % scale 0 is the no-effect control and ±100 the full control effect; nearly all actives have a fitted effect of over 20% in size
# Target sequence (P02791 2-175 limits assumed): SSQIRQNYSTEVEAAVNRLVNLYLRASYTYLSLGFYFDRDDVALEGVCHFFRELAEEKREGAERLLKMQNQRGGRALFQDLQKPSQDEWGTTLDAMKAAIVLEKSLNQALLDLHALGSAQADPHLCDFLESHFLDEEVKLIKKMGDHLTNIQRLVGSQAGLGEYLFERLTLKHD
#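 In PBS, apoferritin at 10 uM is loaded with 1-AMA from a 50% saturated solution. After 10 min of compound exposure at ambient temperature, reduced 535 nm fluorescence indicates probe displacement.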
# RXFP1 antagonist = blocks the human relaxin receptor RXFP1; Q9HBX9; HEK293-RXFP1, relaxin-stimulated cAMP HTRF, 30 min; hits give low values; activity change, negative = inhibition, % at 57.5 µM; 0.59% of 350,000 active;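 active means activity change of -60% or lower, but not beyond a set lower limit; inconclusive means change between -60% and -40%, or beyond the set limit; inactive means change above -40%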; further: on the % scale 0 is the no-effect control and ±100 the full control effect
# RXFP1 agonist = RXFP1 (human) receptor agonism; HEK293T-RXFP1 cAMP TR-FRET, 30 min; response scale: percent of porcine relaxin response, buffer zero; AID 2676; Potency, µM (doses to about 57.5 µM), without a hit: at the top dose activation, usual class: activators; 0.3% of 370,000 active; Q9HBX9; further: potency means the concentration at half of the fitted maximal effect; on the % scale 0 is the no-effect control and ±100 the full control effect; nearly all actives have a fitted effect of over 60% in size; many of its hits are not listed in these tables
#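 Agonist response is measured as cAMP accumulation in an RXFP1-transfected HEK293T line under PDE4 inhibition. Values are scaled between buffer-only and 29 nM porcine relaxin, and EC50s come from standard Hill equation fits.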
# D2 potentiator = D2 dopamine receptor (human) potentiation; 0.34% of 340,000 active; P14416; HEK293 T-REx D2, calcium flux, EC20 dopamine potentiation; potentiation, % at 10 µM; AID 485347;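 active means potentiation over 3 SD above the plate norm, cut at about 30% in these data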; further: 0% is about no effect
# Target sequence (P14416 whole entry, looked up): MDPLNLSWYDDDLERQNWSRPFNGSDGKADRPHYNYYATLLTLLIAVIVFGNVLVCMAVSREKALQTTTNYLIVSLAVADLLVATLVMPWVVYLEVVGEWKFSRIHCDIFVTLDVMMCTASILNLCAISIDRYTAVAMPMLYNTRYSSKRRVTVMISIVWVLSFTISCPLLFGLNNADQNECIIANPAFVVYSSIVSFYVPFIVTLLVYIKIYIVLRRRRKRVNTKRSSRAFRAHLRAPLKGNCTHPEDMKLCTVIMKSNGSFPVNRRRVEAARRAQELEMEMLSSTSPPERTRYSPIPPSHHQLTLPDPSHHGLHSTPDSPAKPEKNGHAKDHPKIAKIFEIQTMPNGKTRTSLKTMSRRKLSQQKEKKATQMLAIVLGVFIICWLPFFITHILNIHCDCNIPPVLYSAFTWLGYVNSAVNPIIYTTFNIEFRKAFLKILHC
#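 Potentiation of an EC20 dopamine calcium response is measured in a force-coupled, tetracycline-inducible Hek293 Trex D2 line. Compound-only kinetic reads over 180 s flag agonists before dopamine addition.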
# * marks the source's active call; other numbers are inactive results; u = inconclusive; x = no result given; & = joins results of further samples; [ ] = remark or other dose. Unless noted, the call rests on the fitted dose curve; in most records, active means well fitted curve in the direction sought with a large enough effect; inconclusive means small, poorly fitted or top-dose-only effect, or another doubt; inactive means no such curve, though single readings can be large; an effect the other way counts as inactive or inconclusive.
SMILES,D1 antag,D1 PAM,D1 agonist,TRHR agonist,TRHR enhancer,Anesthetic bind,RXFP1 antagonist,RXFP1 agonist,D2 potentiator
COc1ccccc1N1CCN(CC(=O)c2ccc3ccn(C(C)=O)c3c2)CC1,-76*,x,1,-0.7,17,-22%,-3,0.8%,2
Cc1ccc(S(=O)(=O)NCC(=O)N(CC(=O)NCC2CCCO2)Cc2ccccc2Cl)cc1 (stereo unspecified),-1,10,1,0.1,5,-3%,-6,2.6%,x
CCN(CC1CCCN(CCc2cccc(OC)c2)C1)C(=O)c1ccoc1 (stereo unspecified),-14,0,1,-0.4,-3,-7%,0,-0.5%,-7
CC(C)CN(C(=O)COC(=O)CN1C(=O)c2ccccc2C1=O)c1c(N)n(Cc2ccccc2)c(=O)[nH]c1=O,-22,-4,0,-0.2,-4,x,-1,0.9%,-10
COc1ccc(NC(=O)c2ccc(Br)o2)cc1,2,-3,-3,-0.5,6,-5%[110 µM],x,0.8%,-9
COC(c1ccccc1)c1nnc(CCC(=O)NCc2ccc3ncccc3c2)o1 (stereo unspecified),-8,1,3,0.3,4,-7%,-12,1.1%,16
O=C(O)c1ccccc1-n1cnnn1,-9,-2,4,0.6,6,1%,17,3.2%,22
CCN(CC)c1ccc(C=C2C(=O)OC(C)(C(C)(C)C)OC2=O)cc1 (stereo unspecified),3,-1,0,-0.3,8,-12%,-12,-0.8%,1
CCOC(=O)c1cnc2ccc(C)cc2c1NCCN1CCOCC1,-15,2,3,0.1,-2,0%,0,0.0%,2
O=C(CCCCCN1C(=O)c2ccccc2C1=O)NCc1ccco1,8,-1,3,-0.4,-1,7%,10,2.1%,14
Cc1ccc(C)c(NC(=S)N(C)C)c1,5,-3,1,-0.3,-6,4%,-4,-0.1%,6
CCc1ccc(CN2CCC(C(=O)Nc3cccc(-c4nnc(C)s4)c3)CC2)o1,8,-10,5,0.6,3,-24%,-22,0.0%,-14
O=C1N=C(N2CCCC2)S/C1=C\C=C\c1ccccc1,2,6,2,-0.1,0,-15%,-6,-0.9%,2
O=C(COC(=O)c1cc[n+]([O-])cc1)Nc1ccc(Cl)cc1C(F)(F)F,31,-1,2,0.2,-15,x,-6,0.3%,-1
Cc1ccc(C(=O)n2nc(C)c(S(=O)(=O)N3CCCCCC3)c2C)cc1,-12,-2,5,-0.1,-4,-3%,x,3.3%,3
Cn1c(=O)c(-c2cc(=O)[nH][nH]2)c(O)c2ccccc21,-6,5,1,-0.2,-2,-9%,-13,0.6%,0
COc1ccc2c(CNCc3cccs3)c(C(=O)O)n(Cc3ccccc3F)c2c1,12,13,1,0.5,2,-5%,u,-1.9%,-24
NS(=O)(=O)c1ccc(CNC(=O)NC2(c3ccccc3)CC2)cc1,-7,-8,1,0.3,5,-2%,x,2.6%,18
CCCCCn1c(N)c(C#N)c2nc3ccccc3nc21,7,1,3,0.1,-1,202%[activator],-9,4.6%,-5
CCOC(=O)N1CCN(c2c(NCCN3CCN(Cc4ccccc4)CC3)c(=O)c2=O)CC1,16,x,2,0.4,2,0%,x,0.6%,-6
O=C(COc1ccc(Br)cc1)N1CCN(S(=O)(=O)/C=C/c2ccccc2)CC1,-6,-3,2,-0.4,2,-7%,x,1.1%,-4
O=C1CCCCN1CCC(=O)N1CCCC(Nc2ccccc2)C1 (stereo unspecified),-3,-6,3,-0.5,6,-5%,-2,0.5%,-11
S=C1NC[C@H](CC2CCCCC2)N1CC1CCCCC1,9,-1,2,-0.3,-1,-16%,x,0.5%,-2
CCOc1ccc(CNC(=O)C2CCN(S(=O)(=O)c3cn(C)cn3)CC2)cc1,-1,1,-1,-1.6,3,-1%,-1,4.3%,1

# Filtered by structure: those above containing an NH in an aromatic ring (2)
SMILES,D1 antag,D1 PAM,D1 agonist,TRHR agonist,TRHR enhancer,Anesthetic bind,RXFP1 antagonist,RXFP1 agonist,D2 potentiator
CC(C)CN(C(=O)COC(=O)CN1C(=O)c2ccccc2C1=O)c1c(N)n(Cc2ccccc2)c(=O)[nH]c1=O,-22,-4,0,-0.2,-4,x,-1,0.9%,-10
Cn1c(=O)c(-c2cc(=O)[nH][nH]2)c(O)c2ccccc21,-6,5,1,-0.2,-2,-9%,-13,0.6%,0

# Further records follow:
SMILES,D1 antag,D1 PAM,D1 agonist,TRHR agonist,TRHR enhancer,Anesthetic bind,RXFP1 antagonist,RXFP1 agonist,D2 potentiator
Cc1ccc(C(=O)Cc2nnc(C)s2)cc1,7,-1,2,0.4,3,2%,-16,1.2%,12
O=c1c2c(-c3ccc([N+](=O)[O-])cc3)csc2nc2n1CCCCC2,-12,0,4,-0.8,-7,-2%,7,3.6%,-1
CCN(CC(=O)Nc1c(F)cccc1F)C(=O)C1CCN(c2ncnc3sc(C)c(C)c23)CC1,-23,-8,1,0.4,0,x,2,3.4%,0
COc1ccc(NS(=O)(=O)c2cc([N+](=O)[O-])ccc2N/N=C\c2c(C)[nH]c3ccccc23)cc1,4,-3,18,12,-5,-20%,2,3.0%,-3
O=C(NC1CC(=O)N(c2ccc(F)cc2)C1)c1ccc2c(c1)OCO2 (stereo unspecified),x,3,0,-0.1,16,-4%,7,3.7%,-10
O=C(c1ccc(O)cc1)c1ccc(O)cc1O,5,-4,4,-0.1,4,-11%,6,2.1%,-9
c1ccc(COc2ccc(Oc3nc(N4CCCCC4)nc(N4CCOCC4)n3)nn2)cc1,6,-1,1,-0.4,-4,-4%,-3,2.4%,10
CCN1C(=NCC2CC2)N[C@@H](c2ccccc2)C(C(=O)OC)=C1C,2,-2,1,0.8,3,-4%,x,0.2%,x
CCC(CC)C(=O)Nc1ccccc1-n1cccc1,-4,-3,2,-0.2,-3,-13%,-12,2.9%,0
CCc1ccc(S(=O)(=O)NC(=S)NC2CCCCC2)cc1,-8,-6,4,-0.4,9,-7%,1,1.2%,-3
O=C(Nc1cccnc1)c1ccc(NS(=O)(=O)c2cccc([N+](=O)[O-])c2)cc1,-11,-6,2,0.0,-2,-4%,-10,0.3%,12
COc1cccc(C(=O)NC(=S)N2c3ccccc3CC2C)c1OC (stereo unspecified),8,4,2,-0.5,2,-14%,-13,2.7%,23

# Two records drawn at random from those above:
SMILES,D1 antag,D1 PAM,D1 agonist,TRHR agonist,TRHR enhancer,Anesthetic bind,RXFP1 antagonist,RXFP1 agonist,D2 potentiator
Cc1ccc(C(=O)Cc2nnc(C)s2)cc1,7,-1,2,0.4,3,2%,-16,1.2%,12
O=c1c2c(-c3ccc([N+](=O)[O-])cc3)csc2nc2n1CCCCC2,-12,0,4,-0.8,-7,-2%,7,3.6%,-1

# Additional compounds.
SMILES,D1 antag,D1 PAM,D1 agonist,TRHR agonist,TRHR enhancer,Anesthetic bind,RXFP1 antagonist,RXFP1 agonist,D2 potentiator
CCC(=O)Nc1nc(C)nc(C)c1C(C)=O,-14,-7,0,0.2,-2,-2%,-6,2.0%,8
O=C(CSc1nnc(C2CC2)n1CC1CCCO1)Nc1ccc(Cl)cc1 (stereo unspecified),-4,3,-4,0.2,24,1%,-4,-2.2%,-7
CC(NC(=O)CN1CCCC1)C12CC3CC(CC(C3)C1)C2 (stereo unspecified),14,1,4,-0.8,1,-12%,6,-3.9%,9
Cc1nn(-c2ncc(C(F)(F)F)cc2Cl)c(=O)n1-c1ccccc1,-1,2,3,-0.2,0,-10%,4,1.4%,6
O=[N+]([O-])c1cccc(CSc2ncnc3ccccc23)c1,-10,-4,7,-0.6,-6,-15%,5,17%,0
C/C(=N\Nc1cccc2cccnc12)c1ccc[nH]1,3,-1,2,0.3,5,-20%,-19,6.4%,14
CC(=O)c1sc(NC(=O)C2CCN(C(=O)c3ccc(F)cc3)CC2)nc1-c1ccccc1,-4,-5,2,-1.2,16,x,-19,13%,3
CCOC(=O)c1c(C)c(C(=O)NCCc2ccccc2)c(C)n1C,-14,-4,2,1.2,3,-2%,-1,-0.2%,-2
COc1ccc(C)cc1NC(=O)NC(C)c1c(-n2cccc2)sc(C)c1C (stereo unspecified),10,-4,0,-0.3,10,0%,-11,0.0%,-24
O=C(NCC1CCCO1)C(c1cccs1)N(C(=O)Cn1nnc(-c2cccs2)n1)C1CCCC1 (stereo unspecified),1,4,3,0.5,-2,-3%,-4,-2.5%,9
O=C(CCS(=O)(=O)c1ccc(Br)cc1)N1CCN(c2ccc(Cl)cc2)CC1,-13,-4,7,0.1,-4,-10%,-11,1.1%,1
CCOC(=O)N1CCN(S(=O)(=O)N2CCCC(C(=O)NCc3cccc(OC)c3)C2)CC1 (stereo unspecified),4&6,3&-2,1&-3,0.0&-0.5,-1&1,-3%&-8%,-4&-4,3.2%&2.4%,7&-1
COc1ccc(C(=O)NC2CCN(CC(=O)Nc3cccc(OC)c3)CC2)cc1,19,6,1,-0.8,-7,-15%,0,3.2%,-1
COc1ccccc1OC(C)C(=O)Nc1ccccc1C(=O)NCc1cccnc1 (stereo unspecified),-1,-1,0,-0.3,-9,0%,9,-0.2%,8
N=C1/C(=C/c2coc3ccccc3c2=O)C(=O)N=C2SC(c3ccco3)=NN12,6,9,16,6.1,-2,-11%,-29,1.2%,-8
CCN(CC)CCCn1c2c(c(SCC(=O)Nc3ccc4c(c3)OCO4)nc1=O)CCC2,10,1,1,0.2,3,x,-17,-0.1%,0
O=C(NCc1ccc(F)cc1)C1CC(=O)N(CCc2ccccc2)C1 (stereo unspecified),10,-1,1,-2.0,-3,-9%,-1,-3.8%,6
C/C(=N/OCO/N=C(\C)c1ccccc1)c1ccccc1,-8,3,5,0.4,-8,-1%,x,-1.4%,-4
O=C(COCC(=O)N/N=C/c1ccccc1F)N/N=C/c1ccccc1F,8,7,2,-2.7,-3,-7%,-1,-0.7%,-5
COc1cc(C(C)=O)ccc1OCC(=O)N1CCc2ccccc2C1,-12,-3,1,0.6,0,-7%,-11,-2.7%,-7
C=C(C)Cn1c(SCC(=O)O)nc2c1c(=O)[nH]c(=O)n2C,-3,-9,2,0.2,-6,-4%,-6,2.1%,2
Cc1cc(C)c(C#N)c(N2CCN(Cc3ccc4c(c3)OCO4)CC2)n1,6,-2,3,-1.2,-1,-17%,-23,5.2%,-20
CCC(Sc1ncccc1C(=O)O)C(=O)N1CCCC1 (stereo unspecified),-29,-2,0,-0.2,1,-11%,-3,0.2%,-5
Cc1ccc(C)c(N2CCN(C(=O)CCNS(=O)(=O)c3ccc4c(c3)CCN4C(=O)C3CC3)CC2)c1,-6,-4,2,-0.3,1,4%,x,1.9%,10
CSc1nc(C)cc(-n2ccc(=O)[nH]c2=O)n1,8,-2,0,0.2,-1,-9%,-1,1.9%,-2
COc1ccc(C(CNC(=O)COc2ccc(Cl)cc2C)N2CCCCC2)cc1 (stereo unspecified),2,7,4,0.1,3,-8%,-11,-0.6%,2
CCNc1nc(Oc2ccccc2)nc(OC(C)C(=O)OCC)n1 (stereo unspecified),-3,-1,3,0.1,-1,-3%,4,-0.5%,x

# An excerpt; count on the stated rates, not on these rows.
